Screens as filed in PubChem.
SUMO1 PPI mod = modulators of human SUMO1-mediated protein-protein interactions; inhibition, % at 20 µM; AID 602429; actives 0.33% (n = 360,000); SUMO1 binding to a labelled peptide, TR-FRET, 1 h; P63165; in the data active = inhibition above about 37%
Rpn11 inh = blocks the human proteasome subunit Rpn11; O00487; actives 0.59% (n = 360,000); human 26S proteasome, Ub4-pepOG fluorescence polarization; 20S core pre-blocked with epoxomicin; calls only at 20 µM; AID 588493;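 active = inhibition at 20 µM, scaled to each plate's controls, above about 33%, limit read from the data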
LMPTP inh = LMPTP (human) inhibition; P24666; recombinant LMPTP-A, OMFP fluorogenic substrate, fluorescence intensity; inhibition, % at 20 µM; actives 0.22% (n = 360,000); AID 651560;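 active = compounds that cut the enzyme signal by at least half of the control window in the single-dose screen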;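 note: plate controls were DMSO wells with enzyme plus substrate for no effect and substrate without enzyme for full effect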
Target sequence (P24666 whole entry, looked up): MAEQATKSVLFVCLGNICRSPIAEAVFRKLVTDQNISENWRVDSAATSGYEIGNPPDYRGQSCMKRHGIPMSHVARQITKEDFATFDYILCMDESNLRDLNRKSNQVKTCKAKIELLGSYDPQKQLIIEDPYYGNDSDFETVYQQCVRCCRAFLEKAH
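test system = LMPTP-A | amount = 0.625 nM LMPTP-A final | reagent = fluorogenic phosphatase substrate OMFP at 400 µM final | incubation = 50 min at room temperature | benchmarks = no-enzyme low control, uninhibited high control | medium = Bis-Tris pH 6.0, DTT, detergent | signal = fluorescence intensity of OMFP turnover product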
CendR NRP1 mod = NRP-1/CendR interaction modulation; O14786; FAM-RPARPAR peptide binding to NRP-1, fluorescence polarization; inhibition, % at 25 µM; actives 0.85% (n = 360,000);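 active = inhibition or corrected inhibition above about 18%, plus a signal ratio from 0.5 to 1.5, limit read from the data, passing the limit was not always enough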; note: strong numbers were not always called active
Target sequence (O14786 whole entry, looked up): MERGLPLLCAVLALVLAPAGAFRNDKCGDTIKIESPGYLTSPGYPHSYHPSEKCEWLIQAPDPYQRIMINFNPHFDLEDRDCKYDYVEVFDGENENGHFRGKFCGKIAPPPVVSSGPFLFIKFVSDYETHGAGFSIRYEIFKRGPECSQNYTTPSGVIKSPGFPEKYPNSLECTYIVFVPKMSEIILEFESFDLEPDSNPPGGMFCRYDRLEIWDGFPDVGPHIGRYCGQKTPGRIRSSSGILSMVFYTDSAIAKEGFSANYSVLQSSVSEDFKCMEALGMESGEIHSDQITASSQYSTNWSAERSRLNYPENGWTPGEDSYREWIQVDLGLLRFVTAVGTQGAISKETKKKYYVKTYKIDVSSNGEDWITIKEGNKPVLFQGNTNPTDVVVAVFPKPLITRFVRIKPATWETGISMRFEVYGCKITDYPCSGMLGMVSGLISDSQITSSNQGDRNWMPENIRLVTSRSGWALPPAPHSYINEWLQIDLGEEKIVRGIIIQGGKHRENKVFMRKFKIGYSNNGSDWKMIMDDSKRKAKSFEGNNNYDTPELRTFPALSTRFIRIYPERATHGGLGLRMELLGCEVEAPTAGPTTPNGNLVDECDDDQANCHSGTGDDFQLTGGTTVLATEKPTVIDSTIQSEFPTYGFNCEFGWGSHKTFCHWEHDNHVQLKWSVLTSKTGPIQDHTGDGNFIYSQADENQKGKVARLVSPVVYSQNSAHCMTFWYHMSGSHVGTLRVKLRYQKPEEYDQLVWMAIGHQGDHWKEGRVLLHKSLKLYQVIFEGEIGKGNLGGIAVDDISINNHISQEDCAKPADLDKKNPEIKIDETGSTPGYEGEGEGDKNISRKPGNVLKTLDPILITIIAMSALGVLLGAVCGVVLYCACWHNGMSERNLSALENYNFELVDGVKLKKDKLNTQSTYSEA
Scp-1 inhibitor = Scp-1 (human) phosphatase inhibition | Q9GZU7 | AID 493091 | inhibition, % at 20 µM | actives 0.88% (n = 340,000) | Recombinant Scp1, phosphopeptide, malachite green phosphate absorbance;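 active = inhibition above about 50% at 20 µM, limit read from the data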;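 note: plate controls were DMSO wells with enzyme for no effect and wells lacking enzyme for full effect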
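Test system: SCP-1 catalytic domain; Buffer or medium: Acidic Tris acetate buffer with magnesium and detergent; Also added: Phosphorylated 17-residue peptide substrate; Compound: single 20 µM dose, 1% DMSO; Schedule: enzyme reaction 45 min at room temperature, colour 5 min, stabilisation 30 min; Signal: Phosphate-binding colour reagent, absorbance read at 630 nm.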
STEP block = inhibitors of human striatal-enriched phosphatase STEP | P54829 | recombinant STEP, OMFP fluorogenic substrate, fluorescence | inhibition, % at 20 µM | actives 0.25% (n = 360,000) | AID 588621;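 active = inhibition at 20 µM, scaled per plate between control wells, above about 37%, limit read from the data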;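 note: 0% = DMSO with enzyme and substrate and 100% = substrate only without enzyme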
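System: STEP phosphatase, cell-free reaction; Buffer or medium: Bis-Tris pH 6.0 buffer with DTT, detergent; Incubation: 20 min at room temperature, dark; Measured by: fluorescence, 480/540 nm.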
NadD block = blocks S. aureus nicotinate mononucleotide adenylyltransferase; purified NadD enzyme, colorimetric absorbance read-out; inhibition, % at 20 µM; actives 0.78% (n = 360,000); in the data active = inhibition above about 26%; note: some compounds past the cut are filed as inactive
SKN-1 block = C. elegans SKN-1 inhibition; C. elegans VP596 Pgst-4::GFP/RFP ratio, acrylamide-induced, 24 h; inhibition, % at 21.8 µM; actives 0.49% (n = 360,000);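 active = interference check ratio from 0.5 to 1.5 plus GFP to RFP signal ratio inhibition reaching or exceeding a fixed threshold, cut at about 30% in these data, passing the limit was not always enough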; note: some compounds called inactive have numbers as strong as hits
MT1-MMP act inh = inhibitors of human MT1-MMP activation | HT1080 RFP-PRO-GFP cells, GFP/RFP ratio fluorescence, overnight; percent of plate control window, DMSO zero | GFP/RFP ratio change, % at 20 µM | actives 0.061% (n = 360,000);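 active = GFP/RFP ratio change of at least 30% with cell ATP level not reduced by more than half and red fluorescence within 50% of control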; note: strong numbers were not always called active
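Assay system: HT1080 RFP-PRO-GFP cells | Dosing: 20 µM single dose, 1% DMSO | Incubation: Cells overnight before dosing, compound overnight, 37 °C, 5% CO2 | Evaluation: GFP/RFP fluorescence ratio | Control set: DMSO-only wells and HT1080 RFP-L50D-GFP cell wells as references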
DNMT1 block = DNMT1 (human) enzyme inhibition; P26358; DNMT1 molecular beacon, Hinp1I cleavage, fluorescence; inhibition (reported as % activation of signal), % at 10 µM; actives 0.83% (n = 360,000); AID 588458; in the data active = inhibition above about 50%
An asterisk follows results filed as active; i = inactive; . = no result given; & = joins results of further samples.

SMILES	SUMO1 PPI mod	Rpn11 inh	LMPTP inh	CendR NRP1 mod	Scp-1 inhibitor	STEP block	NadD block	SKN-1 block	MT1-MMP act inh	DNMT1 block
O=C(COC(=O)Cn1[nH]c(=O)c2ccccc2c1=O)NNC(=O)c1ccc(Br)cc1	0	i	-0.5	-2	-7	-1	4	-16	0	0
COc1ccc(/C=C(\NC(=O)c2ccc(C)cc2)C(=O)Nc2ccc(C(=O)O)cc2)cc1	-7	i	0.5	5	-19	1	-1	-9	-3	4
COC(=O)c1cccnc1-n1c(=O)c2cccnc2n(Cc2cccc([N+](=O)[O-])c2)c1=O	-22	i	-1.3	5	-3	-2	-10	3	-2	-1
Cc1cc(C)cc(NC(=O)COc2coc(CN3CCc4ccccc4C3)cc2=O)c1	5	i	0.5	-15	9	2	-2	23	-1	7
CCOc1ccccc1NC(=O)COC(=O)c1nc2nccc(C)n2n1	1	i	-0.9	-2	-8	-3	0	-5	-1	-1
COc1ccc2c(COC(=O)CCS(=O)(=O)c3ccccc3)cc(=O)oc2c1	-12	i	-0.5	-10	.	-2	-5	-3	-2	1
CC(=O)Nc1ccc(S(=O)(=O)c2cc(O)ccc2O)cc1	1	i	-2.3	-3	8	0	-3	17	-1	3
Cc1ccc(S(=O)(=O)CCC(=O)OCC(=O)c2cc(C)n(C)c2C)cc1	-7	i	-0.1	-8	-10	-4	-6	3	4	0
COc1cccc2c3c(c(=O)[nH]c12)CC(C)(C)O3	0	i	-0.8	-5	-5	1	-5	-2	5	2
Cc1ccc(C(=O)Nc2ccc3ncccc3c2)cc1	-12	i	2.4	7	4	-2	-3	-1	2	-2
CC(C)CNC(=O)CN(C)S(=O)(=O)c1ccc(F)cc1	-2	i	-1.3	8	4	-6	2	-1	-3	-2
Cc1ccc(S(=O)(=O)N2CCN(C(=O)c3ccc(COc4ccccc4)o3)CC2)cc1	1	i	4.6	-2	-10	5	-5	-9	-1	-4
COCc1cn(-c2nc3ccccc3s2)nn1	-2	.	-1.2	-3	.	.	-1	17	2	.
COc1ccc(C(=O)OCCCN(C)C)cc1OC	4	i	-0.8	1	-2	0	-3	13	3	-5
COc1ccc(/C=C/C(=O)OCC(=O)c2ccc[nH]2)cc1	0	i	0.1	-12	-3	3	0	6	2	6

Next part (3 carried over from the part before).
SMILES	SUMO1 PPI mod	Rpn11 inh	LMPTP inh	CendR NRP1 mod	Scp-1 inhibitor	STEP block	NadD block	SKN-1 block	MT1-MMP act inh	DNMT1 block
COCc1cn(-c2nc3ccccc3s2)nn1	-2	.	-1.2	-3	.	.	-1	17	2	.
COc1ccc(C(=O)OCCCN(C)C)cc1OC	4	i	-0.8	1	-2	0	-3	13	3	-5
COc1ccc(/C=C/C(=O)OCC(=O)c2ccc[nH]2)cc1	0	i	0.1	-12	-3	3	0	6	2	6
CC(CN1CCOCC1)OC(=O)c1ccc2c(c1)OCCO2 (stereo not given)	0	i	-3.0	27*	1	-3	3	4	-1	2
Cn1c(Nc2ccc(F)cc2)nc2ccccc21	1	i	-2.0	8	0	-1	-5	11	4	2
Cc1ccccc1OCC(=O)NC(=S)Nc1ccc(N2CCCC2)cc1	2	i	4.5	15	-3	1	4	4	3	36
O=C(CN1C(=O)S/C(=C\c2ccccc2F)C1=O)NC1C=CS(=O)(=O)C1 (stereo not given)	-3	i	5.4	12	2	4	-4	19	-8	3
COc1ccc(C(O)(c2ccccc2)C(C(=O)O)c2ccccc2)cc1 (stereo not given)	7	i	-3.6	-7	-13	1	-1	2	0	-3
CC(C)NC(=O)c1c2c(nc3ccccc13)CCCC2	-1	i	0.7	-5	-2	-4	-4	1	-3	-2
Cc1ccc(OCC(=O)Nc2ccccc2C(=O)NC2CC2)cc1	2	i	26	-10	-5	2	0	5	1	-1
O=C1N[C@@H](Cc2c[nH]c3ccccc23)COC(=O)[C@H](Cc2ccc(F)cc2)C/C=C\C[C@@H]1CC(=O)N(CCO)Cc1ccccc1	3	i	3.7	10	-11	1	1	17	16	-29
CCOC(=O)c1sc(NC(=O)c2ccncc2)c(C#N)c1C	0	i	3.5	7	1	9	7	14	1	-6
COc1ccc(N2CCN(S(=O)(=O)c3cc(-c4cc(C)no4)ccc3C(C)C)CC2)cc1	0	i	4.4	-4	-7	5	8	0	-5	-4
COc1ccc(C(=O)C2CCCN(C(=O)c3ccc4cc[nH]c4c3)C2)c(C)c1 (stereo not given)	2	i	1.2	0	-13	0	-3	7	0	-7
Cc1csc(NC(=O)c2ccc(Br)s2)n1	1	i	0.2	-9	77*	-1	0	15	-9	-1
COc1ccc(/C=N/NC(=O)c2ccc(NS(=O)(=O)c3cccs3)cc2)cc1	-3	i	0.0	1	2	-1	-1	-7	19	4
COc1cccc(CNC(=O)[C@H](CCSC)NC(=O)N2CCn3c2nc2ccccc23)c1	2	i	-0.8	4	-6	-2	1	-4	4	-2
O=C(COC(=O)c1ccccc1C(=O)N1CCN(c2ccccc2)CC1)NCc1ccccc1	-1	i	-0.7	2	-3	-2	-3	-2	-33	-1
CC(C)(C)n1nnnc1C(c1cccnc1)N1CCN(c2cccc(C(F)(F)F)c2)CC1 (stereo not given)	0	i	0.0	-11	6	8	2	2	2	-3
COc1ccc(N(C(=O)Cn2nnc3ccccc32)C2(C(=O)NC3CCCC3)CCCCC2)cc1	2	i	-0.3	-3	-5	-4	9	9	-7	0
O=C(CN1CCN(Cc2ccccc2Cl)C1=O)NC1CCCCCC1	-2	i	0.5	7	3	0	6	1	-1	0
Cc1cc2ncc(S(=O)(=O)C(C)(C)C)c(N)n2n1	3	i	0.1	-14	-5	-1	-2	-8	3	2
Cc1c(CC(=O)NCCCCCC(=O)O)c(=O)oc2c(C)c3oc4c(c3cc12)CCCC4	2	i	18	-6	94*	97*	12	4	12	-1
C[n+]1cc[nH]c1SCC(=O)c1ccccc1	1	i	0.2	0	-3	0	0	-11	0	1
O=C1CN(C(=O)/C=C/c2ccccc2F)c2ccccc2N1	-2	i	-0.7	2	-3	1	0	1	0	0
O=C(CCl)NC(Cc1ccccc1)C(=O)OCC(=O)c1ccc(-c2ccccc2)cc1 (stereo not given)	-8	i	1.0	4	-5	-1	-1	8	10	21
COc1ccc2sc(SCCCS(=O)(=O)O)[n+](CCCS(=O)(=O)[O-])c2c1	1	i	0.5	-15	-2	-2	1	-5	1	3
CCCc1nnc(SCC(=O)Nc2nc(C)cs2)n1CCOC	27	i	-0.2	-8	4	0	-2	0	2	2
Cc1ccc(C(=O)/C=C/Nc2ccc3c(c2)OCO3)cc1	-5	i	0.3	2	-2	2	-6	19	2	1
O=C1SC(SC(=Nc2ccccc2)Nc2ccccc2)C(=O)N1c1ccccc1 (stereo not given)	-1&-1	i	0.6&3.5	10&-13	-15&-5	2&24	3&11	-7&3	4&1	-9&-7
Cc1nc2ccccc2n1CC(O)COc1ccc(Br)cc1 (stereo not given)	-2	i	0.7	-6	0	1	-3	-11	-1	-3
Nc1cc(=O)[nH]c(=O)n1CCc1ccccc1	1	i	-0.9	-13	1	0	-1	-11	2	0
Cc1cc(C(=O)OCC(=O)Nc2cc(S(=O)(=O)N3CCOCC3)ccc2Cl)c(C)o1	1	i	-0.4	-10	-2	-2	-9	-1	-4	3
C[C@@H]1CN([C@@H](C)CO)S(=O)(=O)c2ccc(-c3ccccc3)cc2O[C@@H]1CN(C)Cc1ccccc1C(=O)O	3	i	-0.8	-12	.	-4	5	-7	7	4
Cc1ccc(Cn2cc(CN3CC(N4CCN(CCO)CC4)CS3(=O)=O)nn2)cc1 (stereo not given)	-4	.	-5.1	2	.	.	-5	-1	8	.
Cc1c(C(=O)N(Cc2ccccc2)Cc2cccnc2)cnn1-c1ccc(F)cc1	1	i	-3.0	-5	-10	-4	-7	-9	-1	0
CCCCC(=O)Nc1ccc(C(=O)Nc2cc(C(F)(F)F)ccc2Cl)cc1	2	i	-0.1	4	-5	2	-8	-5	0	5
CCOc1ncccc1C(=O)Nc1cccc(-c2nnc3n2CCCCC3)c1	4	i	-0.6	-4	-4	-4	-4	-7	1	2
COc1cc(Cl)ccc1NC(=S)N(CCN1CCOCC1)C1CCN(C(C)=O)CC1	-2	i	-1.7	-1	0	51*	-2	-2	0	0
CCc1ccc(OCc2nnc(NC(=O)c3cccs3)s2)cc1	-1	i	-3.2	-2	-11	0	15	-10	10	6
CCc1nn(C(C)C(=O)NCc2cccc(Cl)c2)c(=O)c2cc3occc3n12 (stereo not given)	0	i	3.3	11	-1	2	0	8	-2	1
C/C(=N\NC(=O)Cc1cccc2ccccc12)c1ccncc1	-6	i	-1.1	17	1	1	0	-1	3	-1
Cc1ccc(C)c(Cn2nc(-c3ccccc3)ccc2=O)c1	-6	i	6.6	-4	-15	-1	-6	6	-4	12
O=C(Nc1nnc(C2CC2)s1)c1cc(S(=O)(=O)N2CCN(c3ccccc3)CC2)ccc1Cl	11	i	1.3	-20	2	-3	23	-4	10	1
O=C(O)c1ccc(F)c(S(=O)(=O)Nc2ccccc2Cl)c1	6	i	-2.0	8	-5	2	-5	2	4	2
COc1cccc(-c2sc3ccc(OC)cc3c2-c2ccc(OCCN(C)C)cc2)c1	-191	i	-2.0	6	7	5	0	-8	-2	-14
COc1ccc(CCNC(=O)c2ccc(CS(=O)(=O)Cc3ccc(C)cc3)o2)cc1OC	0	i	0.3	-2	.	-4	0	1	3	3
COc1ccc(C(=O)N(CC2CCCO2)C(C(=O)NC2CCCC2)c2ccc(Cl)cc2)cc1OC (stereo not given)	1	i	-0.6	8	0	-3	3	12	2	-9
c1ccc2nc(N3CCCC3)c(N3CCCCC3)nc2c1	-1	i	0.6	5	-3	1	-4	23	4	-5
Cc1cc(OCC(=O)NCc2ccncc2)c2c(C)cc(=O)oc2c1	-4	i	-1.3	2	3	-2	8	16	-3	3
CCCCCC(=O)Nc1ccc2ccccc2c1	-1	i	-1.2	-6	-1	0	1	0	9	-3
O=C(C[C@H]1C=C[C@@H](NC(=O)Cc2cccnc2)[C@@H](CO)O1)NCc1ccc2c(c1)OCO2	6	.	-1.1	0	.	.	.	-2	-2	.
CCCCN1C(=O)CCC(C(=O)O)C1c1ccc([N+](=O)[O-])cc1 (stereo not given)	-6	i	-0.2	5	-4	-3	-5	-6	1	-1
